NALP1 inh – NALP1 inhibition. AID 2071. S. cerevisiae NALP1/ASC/caspase-1 growth, X-gal OD620, 72 h. hit rate 0.61% among 280,000. inhibition, % at 10 µM; in the data active = inhibition mostly above about 24%, no sharp cut-off; inactive = mostly below about 32%; also: some compounds called inactive have numbers as strong as hits
MEKK2 WT-MEK5 – raises or lowers MEK5 binding to wildtype human MEKK2 PB1 domain; Q9Y2U5; bead flow cytometry, Alexa488-MEK5 binding to MEKK2 WT; actives lie on both sides; binding response (% of control), % at 10 µM; hit rate 1.1% among 290,000; in the data active = binding response below about 67% or above about 130%
IDE cell inh – inhibitors of human insulin-degrading enzyme in cells | P14735 | HEK cells, FAbetaB cleavage, fluorescence polarization | inhibition, % at 5.59 µM | hit rate 0.41% among 320,000;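 active = percent inhibition above the average of all tested compounds plus 3 SD, set per screening campaign, cut at about 16% in these data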;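 also: IDE supplied by intact live HEK cells; FP after avidin binding of uncleaved biotin substrate so inhibition keeps polarization high; 0% = DMSO wells and 100% = 60 µM reference IDE inhibitor Ii1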
UBC9 SUMO inh – blocks human SUMOylation mediated by UBC9. hit rate 0.36% among 290,000. P63279. HTRF SUMOylation assay, SAE1/SAE2 + UBC9, in vitro. AID 2006. inhibition, % at 35 µM; in the data active = inhibition above about 50%, passing the limit was not always enough; also: strong numbers were not always called active
M18AAP inhibitor – blocks P. falciparum M18 aspartyl aminopeptidase | recombinant PfM18AAP, H-Glu-NHMec fluorogenic cleavage | inhibition, % at 7.35 µM | hit rate 1.2% among 290,000 | AID 1822;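 active = inhibition above the campaign mean inhibition over all tested compounds plus 3 SD, cut at about 28% in these data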;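 also: 0% = plate median of test compound wells and 100% = 2 mM ZnCl2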
MEKK2 mut-MEK5 – signal of MEK5 binding to mutant human MEKK2 PB1 domain; hit rate 0.35% among 290,000; bead flow cytometry, Alexa488-MEK5 binding to MEKK2 mutant; percent response, % at 10 µM; in the data active = percent response above about 24%, passing the limit was not always enough; also: inactives centre near 1; some results filed as inactive read as strong as hits; reference of the scale not given here
MEKK3 PB1 HTS – MEKK3-MEK5 PB1 interaction, increase or decrease; binding response (% of control), % at 10 µM; bead-based flow cytometry, Alexa488-MEK5 binding to MEKK3; actives lie on both sides; 0 = blocked by unlabeled MEK5, 100 = vehicle; Q99759; hit rate 1.4% among 290,000;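 active = binding response more than 3 SD above or below the average of its plate-row segment, actives on both sides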;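 also: Alexa488 bead fluorescence after subtracting the streptavidin-only scavenger bead signal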
IDE cell activ – IDE (human) activation, cell-based; hit rate 0.073% among 340,000; activation, % at 5.96 µM; HEK cells, FAbeta-B cleavage, fluorescence polarization; 0% vehicle, 100% cell-free pure enzyme wells; P14735; AID 493087;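 active = activation above the mean of all tested compounds plus 3 SD, set per screening campaign, cut at about 17% in these data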
pCIP destab – compounds decreasing mouse p/CIP protein stability. AID 1984. Q05BA5. hit rate 0.01% among 290,000. F442A p/CIP-EGFP cells, EGFP fluorescence, 16 h. decrease of EGFP signal, % at 10 µM;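 active = EGFP signal decrease of at least 30% at 10 µM or well 3 SD below plate mean, unless failing retest; inactive = the rest, including hits failing retest or dose response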; also: some compounds called inactive have numbers as strong as hits; many of its hits are not listed in these tables
Target sequence (Q05BA5 1-1403): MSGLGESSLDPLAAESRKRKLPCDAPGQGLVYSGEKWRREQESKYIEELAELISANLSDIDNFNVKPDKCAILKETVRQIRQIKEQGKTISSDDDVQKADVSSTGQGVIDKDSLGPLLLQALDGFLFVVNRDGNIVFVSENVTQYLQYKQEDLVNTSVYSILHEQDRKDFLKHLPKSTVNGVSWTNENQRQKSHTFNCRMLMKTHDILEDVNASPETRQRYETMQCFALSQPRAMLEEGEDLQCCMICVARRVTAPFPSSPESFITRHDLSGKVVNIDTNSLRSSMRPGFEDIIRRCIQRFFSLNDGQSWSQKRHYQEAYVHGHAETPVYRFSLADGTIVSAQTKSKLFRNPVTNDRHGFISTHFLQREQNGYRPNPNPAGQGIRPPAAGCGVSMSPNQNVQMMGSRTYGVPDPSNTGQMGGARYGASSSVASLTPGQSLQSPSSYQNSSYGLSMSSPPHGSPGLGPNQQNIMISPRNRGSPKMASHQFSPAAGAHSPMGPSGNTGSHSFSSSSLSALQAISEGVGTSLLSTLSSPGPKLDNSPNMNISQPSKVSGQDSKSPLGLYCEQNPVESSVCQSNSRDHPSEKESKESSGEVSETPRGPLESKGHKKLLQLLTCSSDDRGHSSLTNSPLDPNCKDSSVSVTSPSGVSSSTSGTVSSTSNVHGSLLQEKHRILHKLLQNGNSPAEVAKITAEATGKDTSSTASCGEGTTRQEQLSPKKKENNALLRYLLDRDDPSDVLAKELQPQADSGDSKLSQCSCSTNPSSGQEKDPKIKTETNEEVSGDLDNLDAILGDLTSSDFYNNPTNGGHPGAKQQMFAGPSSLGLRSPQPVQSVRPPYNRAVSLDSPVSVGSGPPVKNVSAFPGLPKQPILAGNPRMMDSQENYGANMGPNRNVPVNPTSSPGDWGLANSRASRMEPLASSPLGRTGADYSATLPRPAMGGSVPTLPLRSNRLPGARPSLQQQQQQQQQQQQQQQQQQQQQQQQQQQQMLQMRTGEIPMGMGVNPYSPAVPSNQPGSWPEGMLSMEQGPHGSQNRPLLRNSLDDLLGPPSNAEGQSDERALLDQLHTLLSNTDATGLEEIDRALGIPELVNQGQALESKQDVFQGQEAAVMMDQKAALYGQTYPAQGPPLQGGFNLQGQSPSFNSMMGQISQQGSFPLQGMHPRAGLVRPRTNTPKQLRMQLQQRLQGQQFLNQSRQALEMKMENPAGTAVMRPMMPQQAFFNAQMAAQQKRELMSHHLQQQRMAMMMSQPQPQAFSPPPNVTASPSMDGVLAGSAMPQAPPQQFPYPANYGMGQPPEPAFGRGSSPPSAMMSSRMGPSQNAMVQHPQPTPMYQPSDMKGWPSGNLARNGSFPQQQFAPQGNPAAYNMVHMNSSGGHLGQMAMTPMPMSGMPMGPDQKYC
* marks the source's active call; other numbers are inactive results; x = not tested or not shown. A portion of the library. The share of hits here may be higher or lower than overall.

SMILES	NALP1 inh	MEKK2 WT-MEK5	IDE cell inh	UBC9 SUMO inh	M18AAP inhibitor	MEKK2 mut-MEK5	MEKK3 PB1 HTS	IDE cell activ	pCIP destab
Cc1ccc2nc3c(c(Nc4ccc(O)cc4)c2c1)CCC3	16	113	6	1	33*	21	103	2	-10
O=[N+]([O-])c1ccc(N2CCC(=NOCc3ccc(Cl)cc3)CC2)cc1	-4	96	-2	11	-2	-1	99	4	-20
O=C(CSc1cccc2cccnc12)N/N=C/c1ccc(F)cc1	-8	97	1	15	3	-4	100	6	-4
COCCCN(CC(=O)Nc1ccc(N2CCOCC2)cc1)S(=O)(=O)c1ccc(C)cc1	6	102	5	0	6	-2	107	11	-1
C=CCNCCOc1cccc(Br)c1	44	106	5	20	-3	0	113	9	-3
CN(C)S(=O)(=O)c1ccc(NC(=O)COC(=O)C2CC3CCCC(C2)C3=O)cc1 (stereo not given)	-22	x	-2	1	0	x	x	-3	-2
CCOc1cccc(N2C(=O)CC(NNC(=O)c3ccc(Br)o3)C2=O)c1 (stereo not given)	33	97	3	15	1	1	102	-4	-6
O=C(OCc1cn(-c2ccc(Cl)cc2)nn1)c1ccccc1	-6	x	8	-13	-8	x	x	0	-12
Cc1ccoc1C(=O)N1CCN(C(=O)c2occc2C)CC1	28	98	-3	-4	-3	-3	99	-3	0
O=C(CCn1ccc2ccccc21)Nc1ccc(N2CCOCC2)cc1	-18	103	0	9	-2	4	102	4	-5
CC(C(=O)O)n1ncc2ccccc2c1=O (stereo not given)	x	97	3	1	2	-1	97	4	8
CC1=C(C(=O)Nc2ccc(C(=O)N3CCN(c4ccccc4F)CC3)cc2)SCCO1	4	102	2	-11	-3	3	101	-2	5
Cc1cc(C)cc(NC(=O)N2CCCN(Cc3c(F)cccc3Cl)CC2)c1	-4	100	1	14	-1	-2	100	8	6
CCOC(=O)c1c(CSC(=N)N)n(-c2ccc(Br)cc2)c2cc(Br)c(OC(C)=O)cc12	16	143*	x	-38	0	17	103	-3	-6
c1ccc(Cn2c(CNc3nc4ccccc4n3CCN3CCCCC3)nc3ccccc32)cc1	-17	110	5	-39	0	9	108	4	14
Cc1c(NC(=O)CS(=O)(=O)c2ccccc2)c(=O)n(-c2ccccc2)n1C	-12	96	-3	18	-10	-5	92	2	-7
COCCN1CCn2c(nc3cc(NC(=O)Cn4nc(C)c5ccccc5c4=O)ccc32)C1	x	86	4	11	-1	-23	84	5	-8
COCC(C)n1c(C)cc(C(=O)CSc2nnc(Nc3ccccc3F)s2)c1C (stereo not given)	4	98	0	5	3	4	106	5	10
O=C(Cn1nnc(-c2ccccc2)n1)NCc1ccccc1	16	98	-4	-6	1	-4	100	2	-2
COc1ccc(-n2c(Cc3cccn3C)nnc2SCC(=O)Nc2cc(Cl)ccc2OC)cc1	24	93	3	3	3	-3	94	-1	-5

Looked up by compound from the list above, two records:
SMILES	NALP1 inh	MEKK2 WT-MEK5	IDE cell inh	UBC9 SUMO inh	M18AAP inhibitor	MEKK2 mut-MEK5	MEKK3 PB1 HTS	IDE cell activ	pCIP destab
CC1=C(C(=O)Nc2ccc(C(=O)N3CCN(c4ccccc4F)CC3)cc2)SCCO1	4	102	2	-11	-3	3	101	-2	5
COCC(C)n1c(C)cc(C(=O)CSc2nnc(Nc3ccccc3F)s2)c1C (stereo not given)	4	98	0	5	3	4	106	5	10

Carrying on.
SMILES	NALP1 inh	MEKK2 WT-MEK5	IDE cell inh	UBC9 SUMO inh	M18AAP inhibitor	MEKK2 mut-MEK5	MEKK3 PB1 HTS	IDE cell activ	pCIP destab
CC(NC(=O)CS(=O)(=O)c1ccccc1)c1ccccc1 (stereo not given)	4	105	-1	2	2	7	105	3	-12
Cc1ccc(C(=O)Nn2cnnc2)cc1	2	96	-1	6	29*	0	96	-2	0
CCS(=O)(=O)c1ncc(Cl)c(C(=O)Nc2ccccc2OC)n1	-1	105	0	15	-15	1	103	-1	17
CCOC(=O)c1c(NC(NC(C)=O)C(Cl)(Cl)Cl)sc2c1CCCC2 (stereo not given)	25	111	9	1	6	9	101	1	-21
CC1(C)Cc2nc3sc4c(N(CCO)CCO)ncnc4c3cc2CO1	7	107	2	8	6	9	107	1	6
Cn1c(-c2ccc3c(c2)OCO3)c(C(=O)O)c(=O)c2ccccc21	18	102	1	24	7	1	105	5	-4
CCCSC1=N/C(=C\c2ccsc2)C(=O)S1	6	103	0	-11	4	7	104	1	-8
COc1ccc(-c2nc(C(N)=O)c3[nH]c(=O)n(-c4cccc(Cl)c4)c3n2)cc1OC	13	x	x	7	0	x	x	3	2
O=C(NCC1CCCO1)c1ccc(NS(=O)(=O)c2cccs2)cc1 (stereo not given)	3	104	-5	-10	6	5	98	4	3
COc1ccc(CN(C)C(=O)c2cc(S(=O)(=O)N3CCCCCC3)ccc2OC)cc1OC	14	103	-5	-6	7	2	102	4	-1

17 structures from above, arranged by molar mass, lowest first.
SMILES	NALP1 inh	MEKK2 WT-MEK5	IDE cell inh	UBC9 SUMO inh	M18AAP inhibitor	MEKK2 mut-MEK5	MEKK3 PB1 HTS	IDE cell activ	pCIP destab
Cc1ccc(C(=O)Nn2cnnc2)cc1	2	96	-1	6	29*	0	96	-2	0
CCCSC1=N/C(=C\c2ccsc2)C(=O)S1	6	103	0	-11	4	7	104	1	-8
Cc1ccc2nc3c(c(Nc4ccc(O)cc4)c2c1)CCC3	16	113	6	1	33*	21	103	2	-10
CC(NC(=O)CS(=O)(=O)c1ccccc1)c1ccccc1 (stereo not given)	4	105	-1	2	2	7	105	3	-12
Cn1c(-c2ccc3c(c2)OCO3)c(C(=O)O)c(=O)c2ccccc21	18	102	1	24	7	1	105	5	-4
O=C(CSc1cccc2cccnc12)N/N=C/c1ccc(F)cc1	-8	97	1	15	3	-4	100	6	-4
CCS(=O)(=O)c1ncc(Cl)c(C(=O)Nc2ccccc2OC)n1	-1	105	0	15	-15	1	103	-1	17
O=[N+]([O-])c1ccc(N2CCC(=NOCc3ccc(Cl)cc3)CC2)cc1	-4	96	-2	11	-2	-1	99	4	-20
O=C(NCC1CCCO1)c1ccc(NS(=O)(=O)c2cccs2)cc1 (stereo not given)	3	104	-5	-10	6	5	98	4	3
CC1(C)Cc2nc3sc4c(N(CCO)CCO)ncnc4c3cc2CO1	7	107	2	8	6	9	107	1	6
Cc1c(NC(=O)CS(=O)(=O)c2ccccc2)c(=O)n(-c2ccccc2)n1C	-12	96	-3	18	-10	-5	92	2	-7
CCOC(=O)c1c(NC(NC(C)=O)C(Cl)(Cl)Cl)sc2c1CCCC2 (stereo not given)	25	111	9	1	6	9	101	1	-21
CN(C)S(=O)(=O)c1ccc(NC(=O)COC(=O)C2CC3CCCC(C2)C3=O)cc1 (stereo not given)	-22	x	-2	1	0	x	x	-3	-2
COc1ccc(-c2nc(C(N)=O)c3[nH]c(=O)n(-c4cccc(Cl)c4)c3n2)cc1OC	13	x	x	7	0	x	x	3	2
COCC(C)n1c(C)cc(C(=O)CSc2nnc(Nc3ccccc3F)s2)c1C (stereo not given)	4	98	0	5	3	4	106	5	10
COCCN1CCn2c(nc3cc(NC(=O)Cn4nc(C)c5ccccc5c4=O)ccc32)C1	x	86	4	11	-1	-23	84	5	-8
COc1ccc(-n2c(Cc3cccn3C)nnc2SCC(=O)Nc2cc(Cl)ccc2OC)cc1	24	93	3	3	3	-3	94	-1	-5

Remaining list, next part
SMILES	NALP1 inh	MEKK2 WT-MEK5	IDE cell inh	UBC9 SUMO inh	M18AAP inhibitor	MEKK2 mut-MEK5	MEKK3 PB1 HTS	IDE cell activ	pCIP destab
Cc1ccc(OCCOCCOc2ccc(Br)cc2/C=N\NC(=O)c2ccncc2)cc1	32	111	5	-1	-2	31	104	-3	-3
Cc1ccc(C2=NS(=O)(=O)N(C)C(C(=O)NCc3cccs3)=C2)cc1	8	98	1	5	-3	-1	98	2	-6
CCC(=O)n1nc(-c2cccnc2)nc1NCc1cccs1	10	94	6	12	5	-5	101	0	-6
COc1ccc(/C=N/Nc2cc(C)nc(N3CCOCC3)n2)cc1OC	1	102	3	4	-2	0	99	x	9
c1ccc2c(c1)CNc1ccccc1C2	-1	87	-5	8	1	0	99	-2	-1
O=C(NNc1ccccc1[N+](=O)[O-])Nc1ccc(F)cc1F	4	98	4	-6	40*	-4	100	1	4
CCC1=NN2C(=N)/C(=C\c3cccn3-c3c(C)cccc3C)C(=O)N=C2S1	-5	67	-2	24	0	-15	95	-1	-5
Cc1ccccc1N1CCN(C2CCCN(C(=O)CCN3CCCCC3=O)C2)CC1 (stereo not given)	16	95	3	-4	3	-11	91	4	-2
CCCN1C(=O)C(NC(=O)c2ccncc2)(C(F)(F)F)C2=C1CC(C)(C)CC2=O (stereo not given)	3	105	0	2	-3	4	102	4	-4
CCn1c(SCC(=O)OC2CCCCC2)nnc1-c1ccncc1	-5	111	0	2	-9	3	112	5	-1
Cc1cccc(CSc2nnc(-c3ccccn3)n2N)c1	21	101	-2	25	-14	4	101	2	-1
Cc1cc(S(=O)(=O)N2CCCC2)ccc1OCC(=O)Nc1ccccc1	3	102	7	-2	-7	6	103	4	10
Cc1noc(C)c1COC(=O)c1ccc(S(=O)(=O)NCc2ccco2)cc1	-1	107	1	7	-5	8	105	3	0
COc1cccc(C(C(=O)NC2CCCC2)N(C(=O)c2ccco2)c2ccc(NC(C)=O)cc2)c1OC (stereo not given)	4	94	-2	8	6	-1	99	-3	-10
Cc1ccc([N+](=O)[O-])c(C(=O)Nc2cccnc2Cl)c1	8	98	1	5	-5	0	95	4	-4
Cc1ccc(CCNC(=O)C2CCCN(S(=O)(=O)c3cnc[nH]3)C2)cc1 (stereo not given)	26	102	-1	-6	-13	2	101	4	-1
O=C(Nc1ccc(Cl)cc1)c1cccc(OC(=S)N2CCOCC2)c1	-3	100	x	3	-2	-3	101	2	-20
O=S(=O)(c1ccc(F)cc1)N1CCC(n2cnc3ccccc32)CC1	-14	106	-2	-7	2	7	108	-2	4
CN(Cc1ccc(F)cc1)S(=O)(=O)c1nnc(NC(=O)c2ccccc2Br)s1	2	100	1	9	-2	1	101	4	0
O=C(COc1ccc2ccccc2c1)NN1C(=O)c2ccccc2C1=O	18	102	1	-32	5	-1	104	2	8
Cc1ccc(S(=O)(=O)Nc2c(NC3CCCCC3)c3ccccc3oc2=O)cc1	-2	100	4	-2	2	3	101	1	-2
O=S(=O)(c1ccc(Oc2ccc(S(=O)(=O)N3CCOCC3)cc2)cc1)N1CCOCC1	10	101	7	20	-14	-3	100	10	0
CN1CCN(Cc2ccc(-c3ccc(Cl)cc3)o2)CC1	14	116	2	28	-16	9	109	-4	-17
CCOc1ccccc1C1CC(=O)Nc2cc3c(cc21)OCO3 (stereo not given)	0	99	2	11	2	2	102	7	-7
CC1=NN(c2ccccc2)C(=O)/C1=C/N(C)C	-5	93	-8	14	-1	-16	91	8	2
CSc1ccccc1OCc1cc(C(=O)N(C)CC2COCCO2)no1 (stereo not given)	12	112	-3	20	-9	9	107	4	-2
Cc1ccc2[nH]c(=O)c(CN(Cc3cccnc3)Cc3nnnn3CC3CCCO3)cc2c1 (stereo not given)	x	121	4	21	4	32	135*	6	6
NC(=S)N/N=C/c1ccc(C(F)(F)F)cc1	-11	108	6	0	3	0	103	-3	4
COc1ccc(NC(=O)C2CC(c3ccccc3O)=NO2)cc1OC (stereo not given)	-5	104	5	2	4	1	105	-4	4
COc1ccc(OC)c(NC(=O)c2cc3oc4ccccc4c3cc2O)c1	11	101	2	32	5	9	107	1	-5
OCCN1CCN(CC(O)COC(c2ccc(F)cc2)c2ccc(F)cc2)CC1 (stereo not given)	20	112	-1	4	-2	11	110	6	0
COC(=O)N/N=C/c1cc([N+](=O)[O-])cc(Br)c1O	19	119	0	0	6	22	108	-1	-10
CCc1cc(C(=O)OC)c(NC(=O)CC2SC(N)=NC2=O)s1 (stereo not given)	6	96	0	-6	1	-6	100	7	-4

Screening results: PubChem BioAssay, several laboratories
